RPL19A-GFP yeast: yeast TOR pathway RPL19A-GFP modulation; S. cerevisiae RPL19A-GFP strain, flow cytometry, 3 h; stronger effect = lower value; percent response vs DMSO, % at 10 µM; 330,000 compounds, 0.3% hits; AID 2025;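 active = percent response vs DMSO below 50%; inconclusive = fewer than 70 events counted for the yeast strain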;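 also: median channel GFP fluorescence of the barcoded RPL19A-GFP strain; ratio of sample median GFP to plate DMSO average so 100% = DMSO; lower means less RPL19A-GFP as with rapamycin TOR inhibition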
LAP4-GFP MLPCN: alters LAP4-GFP fluorescence in TOR pathway yeast screen | GFP response vs DMSO, % at 10 µM | S. cerevisiae LAP4-GFP multiplex, flow cytometry GFP, 3 h; median GFP as percent of DMSO wells | 320,000 compounds, 0.34% hits;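 active = GFP response vs DMSO above a set limit, about the screen mean plus 3 SD, cut at about 150% in these data; inconclusive = under 70 cell events counted for the yeast strain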
VLA-4 inh: inhibition in a human VLA-4 binding assay. VLA-4 expressing cells, ligand binding flow cytometry. AID 2557. inhibition, % (about 7 µM as worked out from the volumes in the protocol). 330,000 compounds, 0.2% hits; in the data active = inhibition above about 50%
MEP2-GFP yeast: yeast TOR pathway MEP2-GFP modulation; GFP response vs DMSO, % at 10 µM; 330,000 compounds, 0.51% hits; S. cerevisiae MEP2-GFP strain, flow cytometry GFP, 3 h; 100% = DMSO control level;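 active = GFP response versus DMSO above a set limit, roughly screen mean plus 3 SD, cut at about 180% in these data; inconclusive = fewer than 70 cells counted for a yeast strain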;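 also: median GFP fluorescence of the barcode-gated MEP2-GFP cells per well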
GRK2 aptamer HTS: blocks RNA aptamer binding to human GRK2; inhibition of aptamer binding, % at 10 µM; bead flow cytometry, FAM-aptamer displacement from GRK2; 330,000 compounds, 0.59% hits; AID 488847;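 active = inhibition of aptamer binding above 40%, roughly 3 SD of noise, on plates passing a quality check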;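 also: median bead fluorescence of bound FAM aptamer so fluorescent compounds give negative values; no value below 0 was filed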
Target sequence (P25098 whole entry, looked up): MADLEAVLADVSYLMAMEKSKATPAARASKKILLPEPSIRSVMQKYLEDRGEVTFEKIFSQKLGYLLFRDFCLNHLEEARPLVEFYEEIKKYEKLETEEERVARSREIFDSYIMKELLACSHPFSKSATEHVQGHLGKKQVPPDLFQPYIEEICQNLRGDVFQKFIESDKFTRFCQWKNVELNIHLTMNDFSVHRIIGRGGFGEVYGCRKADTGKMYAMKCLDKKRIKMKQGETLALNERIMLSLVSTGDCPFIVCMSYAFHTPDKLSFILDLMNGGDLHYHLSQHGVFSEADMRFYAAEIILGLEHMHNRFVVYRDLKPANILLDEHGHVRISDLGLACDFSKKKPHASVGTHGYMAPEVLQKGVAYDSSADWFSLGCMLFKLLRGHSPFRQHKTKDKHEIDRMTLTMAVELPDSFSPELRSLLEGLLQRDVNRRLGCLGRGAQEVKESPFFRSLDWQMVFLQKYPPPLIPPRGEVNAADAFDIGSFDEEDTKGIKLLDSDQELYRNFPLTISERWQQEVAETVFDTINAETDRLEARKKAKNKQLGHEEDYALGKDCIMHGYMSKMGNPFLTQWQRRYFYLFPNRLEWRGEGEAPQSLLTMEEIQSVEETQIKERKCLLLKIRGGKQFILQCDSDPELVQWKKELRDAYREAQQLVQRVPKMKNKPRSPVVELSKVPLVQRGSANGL
CR mimetic SO: caloric restriction mimetics inhibiting age-related superoxide in yeast; S. cerevisiae aged cells, superoxide DHE fluorescence; stronger effect = lower value; superoxide response (% of plate mean), % at 10 µM; 330,000 compounds, 0.18% hits; AID 2690;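 active = superoxide response under a set limit, about three screen SD below normal, cut at about 65% in these data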;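 also: yeast aged for seven days with compound at 30 °C before DHE staining; 100% = average MFI of all compound-treated wells on the plate with controls excluded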
CIT2-GFP yeast: modulators of TOR pathway CIT2-GFP in S. cerevisiae | S. cerevisiae CIT2-GFP strain, flow cytometry, 3 h; 100 means same as DMSO wells | GFP response vs DMSO, % at 10 µM | 320,000 compounds, 0.065% hits | AID 2029;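 active = GFP response relative to DMSO above a set limit, near the screen mean plus 3 SD, cut at about 150% in these data; inconclusive = Fewer than 70 cells measured for a yeast strain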;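 also: ratio of well median GFP fluorescence to mean of DMSO wells on the plate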
AGP1 TOR yeast: modulators of TOR pathway AGP1-GFP in S. cerevisiae. S. cerevisiae AGP1-GFP multiplex flow cytometry, 3 h; GFP as percent of DMSO wells. GFP response vs DMSO, % at 10 µM. 320,000 compounds, 0.02% hits. AID 2066;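 active = GFP response relative to DMSO above a set limit, near screen average plus 3 SD, cut at about 150% in these data; inconclusive = fewer than 70 cells counted for the yeast strain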;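 also: median GFP channel fluorescence of the gated AGP1 strain per well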
The depositor's hits bear a star; ? = inconclusive; [ ] = dose if it differs, or a comment. The list is partial; rates above refer to the full screens.

SMILES	RPL19A-GFP yeast	LAP4-GFP MLPCN	VLA-4 inh	MEP2-GFP yeast	GRK2 aptamer HTS	CR mimetic SO	CIT2-GFP yeast	AGP1 TOR yeast
CC(=O)CCC(C)=O	99	100	7	103	4	95	102	100
O=C(NC(Cc1ccccc1)C(=O)N1CCC2(CC1)OCCO2)C1CCCCC1 (stereo not given)	98	102	9	101	0	100	105	105
CCOC(=O)c1c(/N=C/c2c(O)n(-c3cccc(C)c3)c(=O)[nH]c2=O)sc2c1CCCC2	104	103	1	105	1	118	104	100
COc1cccc(CN2CCCC(C(=O)c3ccccc3SC)C2)c1O (stereo not given)	102	108	-11	112	0	91	98	114
COc1ccc(CN2C(=O)NC(=O)/C(=C\c3cc(OC)c(OC)c(OC)c3)C2=O)cc1	95	97	7	95	0	92	91	95
C=CCn1c(O)c(/C=C2\C=Nc3ccccc32)c(=O)[nH]c1=O	97	109	10	98	1	116	92	101
CC(C)c1ccc(C2NCc3ccccc3-n3cccc32)cc1 (stereo not given)	109	108	12	107	0	100	98	106
COc1ccc(OC)c(N2C(=O)/C(=C/c3ccco3)C(=O)NC2=S)c1	106	96	-8	102	100*	101	99	109
CCN(CC)P(=O)(c1nccn1C)N(CC)CC	93	103	7	61	0	93	101	82
COCCOC(=O)C1=C(N)Oc2c(c(=O)oc3ccccc23)C1c1ccncc1 (stereo not given)	94	108	-10	101	6	98	88	93
COc1cccc(N2CCN(Cc3ccc(Cl)cc3)CC2)c1	93	92	10	94	0	77	100	96
Cc1c(C(=O)N2CCC3(CC2)OCCO3)oc2ccc(S(=O)(=O)N3CCCCC3)cc12	103	91	6	100	0	69	96	94
CN(C)C(=O)Oc1ccc2c(=O)c(Oc3ccccc3Br)coc2c1	99	97	6	105	1	100	94	88
COC(=O)C1=C(c2cccc(NC(C)=O)c2)C[C@@H]2CC[C@H]1N2C	97	103	-3	96	5	94	106	101
Cc1ccc(/C=C2\C(=O)NC(=S)N(c3ccccc3F)C2=O)s1	56	83	23	91	3	101	60	62
COc1ccc(C(=O)C2CCCN(Cc3cccc(C)n3)C2)c(OC)c1 (stereo not given)	98	99	0	103	0	103	99	100
COc1ccccc1/C=N/N=C(/N)N[N+](=O)[O-]	97	91	-4	102	0	85	100	97
COc1ccc(-n2c(C)cc(C(=O)C[N+]34CCN(CC3)CC4)c2C)cc1	100	105	-4	101	0	95	106	108
O=C(C1CC(=O)N(C2CCCCC2)C1)N1CCC2(CC1)OCCO2 (stereo not given)	90	90	10	91	1	110	95	90
CC(C)Cc1nnc(NC(=O)CCC(=O)N2CCN(CCOC(c3ccccc3)c3ccccc3)CC2)s1	111	103	16	109	0	91	102	105
CCOC(=O)c1cc(C)sc1/N=C/C1C(=O)NC(=S)NC1=O	99	101	5	102	0	98	104	107
O=c1[nH]c(=S)n(-c2ccccc2)c(O)c1C=NCc1ccccn1	101	109	-1	102	4	118	105	111
C1=NCCc2c1[nH]c1ccccc21	100	107	-23	103	0	95	96	108
CCN1CCN(c2cc(=O)n3ccccc3n2)CC1	103	92	3	97	1	103	97	99
O=C(N/N=C/c1c(O)n(Cc2ccc(F)cc2)c(=O)[nH]c1=O)c1ccccc1O	101	98	-6	104	2	98	95	104

Quoted at random: two records from the list.
SMILES	RPL19A-GFP yeast	LAP4-GFP MLPCN	VLA-4 inh	MEP2-GFP yeast	GRK2 aptamer HTS	CR mimetic SO	CIT2-GFP yeast	AGP1 TOR yeast
Cc1ccc(/C=C2\C(=O)NC(=S)N(c3ccccc3F)C2=O)s1	56	83	23	91	3	101	60	62
COc1ccc(-n2c(C)cc(C(=O)C[N+]34CCN(CC3)CC4)c2C)cc1	100	105	-4	101	0	95	106	108

Carrying on.
SMILES	RPL19A-GFP yeast	LAP4-GFP MLPCN	VLA-4 inh	MEP2-GFP yeast	GRK2 aptamer HTS	CR mimetic SO	CIT2-GFP yeast	AGP1 TOR yeast
COC(=O)C1=C(c2ccc(F)cc2OCc2ccccc2)C[C@@H]2CC[C@H]1N2C(=O)NC1Cc2ccccc2C1	94	96	15	93	2	90	95	96
COc1ccc(OCC(=O)N2CCN(C3CCC(c4ccccc4)CC3)CC2)cc1 (stereo not given)	106	105	25	109	0	80	112	107
CN(C)C(=Nc1ccccc1)P(=S)(N(C)C)N(C)C	96	104	22	101	0	89	101	98
C=CCn1cc(C=C2C(=O)N(C)C(=O)N(C)C2=O)c2ccccc21	106	102	0	105	0	97	103	101
COC(=O)C1=C(c2cc3ccccc3s2)C[C@@H]2CC[C@H]1N2C(=O)NCCS(C)=O (stereo not given in full)	99	99	33	110	0	95	99	108
O=c1[nH]c(=S)n(-c2ccccc2F)c(O)c1C=NCc1ccco1	102	91	-1	107	0	118	116	112
CN1CCCC(C(=O)c2ccc(-c3ccccc3)cc2)C1 (stereo not given)	105	95	10	108	0	106	108	104
COC(=O)C1=C(c2ccccc2OCc2ccccc2)C[C@@H]2CC[C@H]1N2C(=O)NCc1ccc(F)cc1	95	93	-5	85	0	88	99	93
COc1ccc(N2C(=O)/C(=C/c3cc(C)n(-c4ccc(C)cn4)c3C)C(=O)NC2=S)c(OC)c1	102	95	9	101	2	106	98	101
C/C(=N\N1CCCCCC1)c1c(O)n(-c2ccccc2C)c(=O)[nH]c1=O	97	107	-2	100	3	116	99	107
COc1ccc(C(CC(=O)N2CCC3(CC2)OCCO3)NS(=O)(=O)c2ccc(C)cc2)cc1 (stereo not given)	100	98	-12	97	0	107	106	102
COc1ccc(OC)c(CN2CCCC(C(=O)c3sccc3C)C2)c1 (stereo not given)	96	102	-13	93	0	96	103	107
NS(=O)(=O)c1ccc(N2CCNCC2)cc1	85	84	3	88	1	112	91	87
COc1ccc(C(c2c(O)c3ccccc3oc2=O)c2c(C)n(C)n(-c3ccccc3)c2=O)cc1 (stereo not given)	103	95	17	96	4	95	99	103
COC(=O)C1=C(c2ccc(C(C)=O)cc2)C[C@@H]2CC[C@H]1N2C(=O)NC1CCCCC1	99	85	13	92	0	114	97	68
COc1ccc(C(O)P(=O)(Oc2ccccc2)Oc2ccccc2)cc1 (stereo not given)	100	92	13	101	0	110	93	95
CN1CCCN(C(=O)COc2ccccc2)CC1	100	83	-4	98	0	95	94	92
CC1(C)CC2(CCO1)NCCN1C(=O)CSC12 (stereo not given)	81	76	-38	79	0	93	76	79
COC(=O)C(C)Oc1cc(C)cc2oc(=O)c3c(c12)CCCC3 (stereo not given)	99	112	-13	103	0	92	104	103
Cc1cc(N2CCCCC2)ccc1C=C1C(=O)N(C)C(=S)N(C)C1=O	95	118	-30	89	6	97	83	89
Cc1ccc(CN2CCN(Cc3ccccc3F)CC2)cc1	96	95	1	87	0	75	96	97
COc1nc2ccccc2c(=O)n1-c1ccc(C)cc1	?	85[may fluoresce red]	0	104[may fluoresce red]	2	91	81[may fluoresce red]	94[may fluoresce red]
CCn1c(O)c(C=NCCN2CCOCC2)c(=O)n(CC)c1=S	95	108	-15	98	1	104	101	101
Cc1c(N=Cc2c(O)n(C)c(=O)[nH]c2=O)c(=O)n(-c2ccccc2)n1C	99	121	24	101	2	98	103	110
C=CCn1c(O)c(C=NCCCn2ccnc2)c(=O)[nH]c1=O	99	125	1	105	0	84	110	123
C[C@@H]1CC[C@H]2[C@@H](C)C(=O)O[C@@H]3O[C@@]4(C)CC[C@@H]1[C@]32OO4	98	107	1	112	0	86	111	99
COC(=O)C1=C(c2cccc(C#N)c2)C[C@@H]2CC[C@H]1N2C(=O)NCCOc1ccc(OC)cc1	100	98	-7	94	2	99	100	101

In the list so far, nine have an NH in an aromatic ring.
SMILES	RPL19A-GFP yeast	LAP4-GFP MLPCN	VLA-4 inh	MEP2-GFP yeast	GRK2 aptamer HTS	CR mimetic SO	CIT2-GFP yeast	AGP1 TOR yeast
CCOC(=O)c1c(/N=C/c2c(O)n(-c3cccc(C)c3)c(=O)[nH]c2=O)sc2c1CCCC2	104	103	1	105	1	118	104	100
C=CCn1c(O)c(/C=C2\C=Nc3ccccc32)c(=O)[nH]c1=O	97	109	10	98	1	116	92	101
O=c1[nH]c(=S)n(-c2ccccc2)c(O)c1C=NCc1ccccn1	101	109	-1	102	4	118	105	111
C1=NCCc2c1[nH]c1ccccc21	100	107	-23	103	0	95	96	108
O=C(N/N=C/c1c(O)n(Cc2ccc(F)cc2)c(=O)[nH]c1=O)c1ccccc1O	101	98	-6	104	2	98	95	104
O=c1[nH]c(=S)n(-c2ccccc2F)c(O)c1C=NCc1ccco1	102	91	-1	107	0	118	116	112
C/C(=N\N1CCCCCC1)c1c(O)n(-c2ccccc2C)c(=O)[nH]c1=O	97	107	-2	100	3	116	99	107
Cc1c(N=Cc2c(O)n(C)c(=O)[nH]c2=O)c(=O)n(-c2ccccc2)n1C	99	121	24	101	2	98	103	110
C=CCn1c(O)c(C=NCCCn2ccnc2)c(=O)[nH]c1=O	99	125	1	105	0	84	110	123

High-throughput results: PubChem, NMMLSC
